PABP1 MLLE inh: inhibitors of PABP1 MLLE–PAM2 peptide binding, primary screen, biochemical, fluorescence polarization, FITC-PAM2, GST-MLLE. Polyadenylate-binding protein 1 (Homo sapiens), P11940. inhibition, % at 20 µM. hit rate 0.36% among 360,000. AID 588489, 2011; in the data active = inhibition above about 35%, passing the limit was not always enough;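 note: plate controls were DMSO wells with GST-MLLE for no effect and wells lacking GST-MLLE protein for full effect; some results filed as inactive read as strong as hits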
FAS TE block: FAS thioesterase domain inhibitors, primary screen, biochemical, fluorescence intensity, uHTS; inhibition, % at 15 µM; recombinant FAS-TE, OMFH fluorogenic substrate, fluorescence endpoint; AID 602261, 2012; Fatty acid synthase (Homo sapiens), P49327; hit rate 0.67% among 360,000;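 active = compounds whose normalised, plate-corrected inhibition of enzyme fluorescence in the single-dose primary screen is 50% or more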;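 note: 0% = DMSO with enzyme and 100% = substrate without enzyme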
Target sequence (P49327 whole entry, looked up, the tested form may be a part): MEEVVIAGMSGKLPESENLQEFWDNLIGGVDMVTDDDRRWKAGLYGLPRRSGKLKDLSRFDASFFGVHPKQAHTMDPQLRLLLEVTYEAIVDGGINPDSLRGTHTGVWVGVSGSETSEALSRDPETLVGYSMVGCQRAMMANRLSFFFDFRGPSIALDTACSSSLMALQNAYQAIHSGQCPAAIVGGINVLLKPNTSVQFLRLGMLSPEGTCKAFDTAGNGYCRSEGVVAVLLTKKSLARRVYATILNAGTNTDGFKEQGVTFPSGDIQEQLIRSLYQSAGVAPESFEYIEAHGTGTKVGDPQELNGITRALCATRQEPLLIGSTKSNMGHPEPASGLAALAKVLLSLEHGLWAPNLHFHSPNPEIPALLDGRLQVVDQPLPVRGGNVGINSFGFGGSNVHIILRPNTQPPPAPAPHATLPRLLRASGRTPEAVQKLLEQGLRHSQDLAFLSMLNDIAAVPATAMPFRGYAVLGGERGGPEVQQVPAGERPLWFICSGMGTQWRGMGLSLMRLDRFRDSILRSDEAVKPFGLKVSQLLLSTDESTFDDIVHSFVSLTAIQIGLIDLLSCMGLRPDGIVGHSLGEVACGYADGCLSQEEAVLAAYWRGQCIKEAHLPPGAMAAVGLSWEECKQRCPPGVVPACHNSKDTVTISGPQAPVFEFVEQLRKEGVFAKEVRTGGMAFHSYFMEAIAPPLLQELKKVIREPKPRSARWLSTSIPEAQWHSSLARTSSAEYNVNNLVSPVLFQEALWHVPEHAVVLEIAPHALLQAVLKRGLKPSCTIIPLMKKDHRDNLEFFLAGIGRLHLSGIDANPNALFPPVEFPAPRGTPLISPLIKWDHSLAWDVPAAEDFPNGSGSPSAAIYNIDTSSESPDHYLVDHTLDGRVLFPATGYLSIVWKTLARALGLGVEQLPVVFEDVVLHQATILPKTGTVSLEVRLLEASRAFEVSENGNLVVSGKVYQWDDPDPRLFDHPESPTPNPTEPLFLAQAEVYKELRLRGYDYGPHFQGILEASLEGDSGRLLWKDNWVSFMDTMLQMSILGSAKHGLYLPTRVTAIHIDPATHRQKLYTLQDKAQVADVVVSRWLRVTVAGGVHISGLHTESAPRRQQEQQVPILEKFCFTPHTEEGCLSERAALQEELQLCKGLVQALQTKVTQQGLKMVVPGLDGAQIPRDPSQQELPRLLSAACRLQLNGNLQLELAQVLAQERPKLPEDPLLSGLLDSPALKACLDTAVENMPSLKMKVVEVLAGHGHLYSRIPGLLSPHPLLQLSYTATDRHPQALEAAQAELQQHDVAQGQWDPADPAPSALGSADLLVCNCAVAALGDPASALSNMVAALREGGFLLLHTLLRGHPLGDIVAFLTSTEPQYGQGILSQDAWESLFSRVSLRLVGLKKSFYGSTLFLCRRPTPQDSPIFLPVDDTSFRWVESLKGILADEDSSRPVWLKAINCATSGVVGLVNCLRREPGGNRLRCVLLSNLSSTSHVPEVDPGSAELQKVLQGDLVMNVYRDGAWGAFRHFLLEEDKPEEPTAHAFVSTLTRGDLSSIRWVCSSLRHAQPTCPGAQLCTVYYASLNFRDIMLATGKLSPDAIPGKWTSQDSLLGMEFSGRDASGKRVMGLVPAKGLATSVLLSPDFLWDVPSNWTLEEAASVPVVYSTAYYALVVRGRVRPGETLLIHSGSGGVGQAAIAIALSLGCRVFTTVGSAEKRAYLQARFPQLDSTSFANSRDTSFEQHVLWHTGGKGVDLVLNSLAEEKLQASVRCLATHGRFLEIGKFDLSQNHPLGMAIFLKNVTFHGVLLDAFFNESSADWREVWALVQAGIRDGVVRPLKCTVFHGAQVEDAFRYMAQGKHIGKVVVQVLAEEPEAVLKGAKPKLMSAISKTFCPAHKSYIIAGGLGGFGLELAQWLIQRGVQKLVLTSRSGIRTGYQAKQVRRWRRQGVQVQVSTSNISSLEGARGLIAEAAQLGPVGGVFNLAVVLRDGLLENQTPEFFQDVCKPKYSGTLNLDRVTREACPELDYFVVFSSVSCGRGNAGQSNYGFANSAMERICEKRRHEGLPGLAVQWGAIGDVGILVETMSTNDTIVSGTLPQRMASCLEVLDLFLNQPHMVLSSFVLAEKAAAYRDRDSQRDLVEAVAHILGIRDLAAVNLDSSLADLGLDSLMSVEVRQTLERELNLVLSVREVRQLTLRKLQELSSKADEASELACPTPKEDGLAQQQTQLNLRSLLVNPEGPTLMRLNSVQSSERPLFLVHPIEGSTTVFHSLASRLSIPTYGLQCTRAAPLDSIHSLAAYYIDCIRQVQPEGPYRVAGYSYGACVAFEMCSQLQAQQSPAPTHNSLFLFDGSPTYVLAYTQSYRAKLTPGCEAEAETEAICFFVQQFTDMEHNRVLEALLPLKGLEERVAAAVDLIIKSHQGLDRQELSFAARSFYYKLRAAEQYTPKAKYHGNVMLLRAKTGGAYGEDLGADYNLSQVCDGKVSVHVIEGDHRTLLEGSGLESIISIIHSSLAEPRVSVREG
TbMetRS inhib: T. brucei MetRS inhibitors, primary screen, biochemical, luminescence; methionyl-tRNA synthetase (Trypanosoma brucei brucei); purified T. brucei MetRS, ATP depletion, Kinase-Glo luminescence; inhibition, % at 11.9 µM; hit rate 0.4% among 360,000;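 active = inhibition above a per-plate cutoff of the control wells' mean inhibition plus 3 SD, cut at about 5.5% in these data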;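 note: 0% = DMSO wells median and 100% = median of wells with control inhibitor compound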
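technique = Kinase-Glo luminescence, ATP depletion format | system = purified MetRS (methionyl-tRNA synthetase) enzyme from Trypanosoma brucei | timing = 15 min preincubation, 2 h reaction, all 25 °C | evaluation = percent inhibition versus plate control medians | dosing = single dose, 11.9 µM final nominal, 0.9% final DMSO | also added = substrates ATP, L-methionine and bulk Escherichia coli tRNA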
eLon inh: inhibitors of E. coli Lon protease, primary screen, biochemical, fluorescence polarization | P0A9M0 | purified E. coli Lon protease | inhibition, % at 7.94 µM | hit rate 0.42% among 360,000 | AID 602123, 2011; in the data active = inhibition above about 13%, passing the limit was not always enough;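 note: 0% = enzyme with probe and DMSO and 100% = no enzyme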
NRP1-CendR mod: modulators of CendR peptide binding to NRP-1, primary screen, biochemical, fluorescence polarization, uHTS; Neuropilin-1 (Homo sapiens), O14786; FAM-RPARPAR peptide binding to NRP-1; inhibition, % at 25 µM; hit rate 0.85% among 360,000; AID 602438, 2012;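 active = inhibition or corrected inhibition above about 18%, plus a signal ratio from 0.5 to 1.5, limit read from the data, passing the limit was not always enough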; note: strong numbers were not always called active
MsrA inhibitor: bovine MsrA enzyme inhibitors, primary screen, biochemical, absorbance, HTS; Methionine sulfoxide reductase A (Bos taurus); purified bovine MsrA, absorbance read-out; inhibition, % at 15.5 µM; hit rate 0.75% among 360,000; in the data active = inhibition above about 4.5%;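 note: 0% = vehicle wells with enzyme and 100% = reference inhibitor wells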
MsrA act: bovine MsrA enzyme activators, primary screen, biochemical, absorbance, HTS; activation, % at 10.6 µM; Methionine sulfoxide reductase A (Bos taurus); purified bovine MsrA, absorbance read-out; AID 602163, 2012; hit rate 0.3% among 360,000; in the data active = activation above about 7.5%;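 note: 0% = vehicle and 100% = reference activator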
SKN-1 block: suppressors of acrylamide-induced Pgst-4::GFP reporter in worms, primary screen, SKN-1 inhibitor project, whole organism, uHTS, GFP/RFP fluorescence ratio, strain VP596; C. elegans VP596 Pgst-4::GFP/RFP ratio, 24 h; inhibition, % at 21.8 µM; hit rate 0.49% among 360,000; AID 624304, 2012;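 active = interference check ratio from 0.5 to 1.5 plus GFP to RFP signal ratio inhibition reaching or exceeding a fixed threshold, cut at about 30% in these data, passing the limit was not always enough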; note: some compounds called inactive have numbers as strong as hits
MT1-MMP act inh: blockers of MT1-MMP proenzyme processing, primary screen, HT1080 RFP-PRO-GFP cells, GFP/RFP fluorescence; Matrix metalloproteinase-14 (Homo sapiens), P50281; GFP/RFP ratio fluorescence, overnight; percent of plate control window, DMSO zero; GFP/RFP ratio change, % at 20 µM; hit rate 0.061% among 360,000;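 active = GFP/RFP ratio change of at least 30% with cell ATP level not reduced by more than half and red fluorescence within 50% of control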; note: strong numbers were not always called active
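Test system: HT1080 cells expressing an RFP-PRO-GFP fluorescent reporter construct / Compound dosing: single-point 20 µM compound, 1% DMSO / Schedule: cells overnight before dosing, compound overnight, 37 °C, 5% CO2 / Evaluation: GFP/RFP fluorescence ratio / Control set: DMSO and RFP-L50D-GFP cell wells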
The depositor's hits bear a star; x = not tested or not shown.

The first two compounds (preview)
1: N#CC1(NC(=O)COC(=O)Cc2c[nH]c3ccccc23)CCCCC1
2: CN(Cc1cccnc1)C(=O)c1ccc(Cl)c(NS(=O)(=O)c2ccc(F)cc2)c1
screen / no.,1,2
PABP1 MLLE inh,16,2
SKN-1 block,29,14
FAS TE block,-2,-4
MsrA inhibitor,-0.5,1.6
MT1-MMP act inh,3,-2
eLon inh,10,0
NRP1-CendR mod,-15,-8
TbMetRS inhib,-0.3,-0.4
MsrA act,0,-5

The list itself, from the start:
1: N#CC1(NC(=O)COC(=O)Cc2c[nH]c3ccccc23)CCCCC1
2: CN(Cc1cccnc1)C(=O)c1ccc(Cl)c(NS(=O)(=O)c2ccc(F)cc2)c1
3: CCN(CC)C(=O)Oc1nnc(SC(C)C)n1-c1ccc(Cl)c(Cl)c1
4: CC(=O)OC(C(=O)NC1CCCCC1)c1ccccc1Cl (stereo not given)
5: COc1cc(C(=O)O)cc(Br)c1OC1CCCC1
6: CCCCN(C(=O)c1ccccc1F)c1c(N)n(CCC)c(=O)[nH]c1=O
screen / no.,1,2,3,4,5,6
PABP1 MLLE inh,16,2,1,-4,-1,13
SKN-1 block,29,14,2,-2,3,-7
FAS TE block,-2,-4,23,-5,-9,-5
MsrA inhibitor,-0.5,1.6,0.6,0.2,1.9,1.0
MT1-MMP act inh,3,-2,x,0,3,-2
eLon inh,10,0,2,-2,5,1
NRP1-CendR mod,-15,-8,2,3,10,14
TbMetRS inhib,-0.3,-0.4,-0.2,-0.5,-0.8,-0.1
MsrA act,0,-5,-1,-9,-14,-2

7: CN(C(=O)c1cccc(NC(=O)Cc2ccc(NC(=O)C3CCCN(C(=O)C4CCCCC4)C3)cc2)c1)C1CC1 (stereo not given)
8: CCCCCC(=O)N1C[C@H](n2cc(COC(=O)c3ccccc3)nn2)[C@@H](O)C[C@@H]1c1ccccc1
9: Cc1ccc(S(=O)(=O)CC(=O)c2ccc(C)c([N+](=O)[O-])c2)cc1
10: CCOC(=O)C1[C@H]2C(=O)N(CCCOC)C[C@]23C=C[C@H]1O3 (stereo not given in full)
11: O=C(CN1C2CCC1CC(NC(=O)C1CC1)C2)NCc1ccccc1 (stereo not given)
12: Cc1ccc(NC(=O)Cn2ccsc2=N)cc1S(=O)(=O)N(C)C
screen / no.,7,8,9,10,11,12
PABP1 MLLE inh,6,4,-7,-9,-3,4
SKN-1 block,8,-7,3,-3,36*,10
FAS TE block,-8,1,12,-6,-6,-12
MsrA inhibitor,-1.0,1.1,0.9,-1.4,0.8,-1.0
MT1-MMP act inh,4,1,-8,-5,2,4
eLon inh,1,-5,-10,-4,-6,-2
NRP1-CendR mod,0,4,3,0,3,-15
TbMetRS inhib,-1.4,-0.4,-0.6,-0.3,-1.3,-0.6
MsrA act,2,0,-1,0,-2,-2

13: CCOc1ccc(N2C(=O)C(CC(=O)Nc3ccc(F)cc3)N(Cc3ccccn3)C2=S)cc1 (stereo not given)
14: CCOC(=O)C1(CCOC)CCN(CC(C)Cc2ccc3c(c2)OCO3)CC1 (stereo not given)
15: O=C(NC1CCCC1)C1CCN(C(=O)c2cccc(Cl)c2)CC1
16: CCn1cc(C(=O)NCc2ccco2)c(=O)c2cc(S(=O)(=O)N3CCC(C)CC3)ccc21
17: COc1ccccc1C(=O)Oc1ccc2ccc(=O)oc2c1
18: COc1ccc(/C=N/NC(=O)c2cccnc2)cc1CN1CCc2cc(OC)c(OC)cc2C1C (stereo not given)
screen / no.,13,14,15,16,17,18
PABP1 MLLE inh,-7,3,0,15,-6,16
SKN-1 block,-5,-4,-7,11,8,6
FAS TE block,15,-2,-3,74*,0,-2
MsrA inhibitor,0.1,-0.1,0.3,0.9,-0.3,3.2
MT1-MMP act inh,1,-1,1,1,x,4
eLon inh,1,1,2,9,6,-5
NRP1-CendR mod,2,7,0,-5,2,-10
TbMetRS inhib,0.3,-1.0,-1.1,0.7,-1.3,-0.1
MsrA act,0,-6,-6,-2,-12,16*

Overlap with the part before: 2 entries, followed by the next part.
17: COc1ccccc1C(=O)Oc1ccc2ccc(=O)oc2c1
18: COc1ccc(/C=N/NC(=O)c2cccnc2)cc1CN1CCc2cc(OC)c(OC)cc2C1C (stereo not given)
19: CCOC(=O)C1CCN(C(=O)Cc2ccc(C)cc2)CC1
20: C=C1CCN(c2ccc(C(=O)NCc3ccc(OC)cc3)cc2[N+](=O)[O-])CC1
21: COC(=O)c1c(CSc2ccc(C)c(C)c2)noc1C(=O)NCc1ccc(OC)cc1
22: Cc1ccc(NC(=O)COc2cccc(-n3cnnn3)c2)cc1S(=O)(=O)N1CCOCC1
23: CCCN(CC(=O)Nc1ccccc1C)C(=O)CSc1ccccc1C
24: CC(C)N1CC(C(=O)Nc2ccc(Cl)c(Cl)c2)CC1=O (stereo not given)
screen / no.,17,18,19,20,21,22,23,24
PABP1 MLLE inh,-6,16,8,-15,13,-3,-1,-9
SKN-1 block,8,6,0,-6,2,6,-6,1
FAS TE block,0,-2,-6,26,25,3,7,7
MsrA inhibitor,-0.3,3.2,0.1,-0.7,0.3,1.3,-0.2,0.4
MT1-MMP act inh,x,4,-5,3,8,3,-3,5
eLon inh,6,-5,5,-4,10,-20,-6,3
NRP1-CendR mod,2,-10,5,18,-3,-6,-9,-3
TbMetRS inhib,-1.3,-0.1,0.7,-0.4,-0.5,-0.2,-0.3,-1.7
MsrA act,-12,16*,-1,-6,-1,-4,-7,-6

25: CC(C)OC(=O)c1cc2c(=O)[nH]c(C(Cl)(Cl)Cl)nc2o1
26: O=C(Cn1ncc2c3ccccc3n(Cc3ccccc3)c2c1=O)NCc1ccccn1
27: Cc1cccc(NC(=O)c2cc(Cl)nc3ccccc23)n1
28: COc1ccc(-c2noc(C3CCCN(C(=O)c4cccs4)C3)n2)cc1 (stereo not given)
29: CSC(=NNC(=O)c1ccccc1O)SC
30: CN1CCN(S(=O)(=O)c2ccc(=O)[nH]c2)CC1
screen / no.,25,26,27,28,29,30
PABP1 MLLE inh,-4,3,-3,-3,-34,8
SKN-1 block,-1,0,-9,10,-1,4
FAS TE block,0,-2,-3,-12,-5,-9
MsrA inhibitor,1.4,0.3,-1.0,-0.6,2.5,-1.4
MT1-MMP act inh,5,-1,-1,1,6,-1
eLon inh,-6,-3,0,5,-3,11
NRP1-CendR mod,-12,0,-12,7,-1,4
TbMetRS inhib,-0.1,-0.5,0.9,-0.1,-0.2,-0.1
MsrA act,-3,-2,-2,-3,-2,-4

31: Cc1cc(C)n(CCCNC(=O)C(C)(C)Oc2ccc(Cl)cc2)n1
32: COc1ccc(C)cc1Nc1n[n+](-c2ccccc2)c(-c2cc(OC)c(OC)cc2Br)s1
33: C#CCOc1coc(COC(=O)c2ccccc2)cc1=O
34: COC(=O)C1CCN(C(=O)c2ccc(Cl)c(S(=O)(=O)NCc3ccco3)c2)CC1
35: COc1ccc(CCNC2=CC(=O)N(c3ccc(F)cc3)C2=O)cc1
36: O=C(OCc1ccc(COC(=O)c2ccccn2)cc1)c1ccccn1
screen / no.,31,32,33,34,35,36
PABP1 MLLE inh,7,34,3,9,-12,-4
SKN-1 block,-2,-9,19,-4,-4,-4
FAS TE block,-3,-126,-3,-7,0,-3
MsrA inhibitor,-0.8,-0.5,-0.8,0.0,0.6,-0.7
MT1-MMP act inh,-3,3,-2,0,1,-2
eLon inh,4,0,-10,-2,4,-1
NRP1-CendR mod,1,6,8,4,-1,-2
TbMetRS inhib,-0.6,-0.3,-0.4,-0.4,-1.0,-0.7
MsrA act,-4,-1,-1,-1,-10,1

37: NC(=O)c1ccc(C2SCC(=O)N2Cc2ccccc2)cc1 (stereo not given)
38: Cc1ccc(C(=O)Nc2ccc(O)cc2C(=O)O)cc1C
39: CCOc1ccc2nc(N(Cc3ccccc3)C(=O)CCNC(C)=O)sc2c1
40: CC(=O)c1sc(NC(=O)COc2ccc(Cl)cc2Cl)nc1C
41: Nc1ncc(-n2cncn2)c(-c2ccc(Cl)cc2)n1
42: CCSc1nc2c(c(=O)n1CC)SC(C)C2 (stereo not given)
screen / no.,37,38,39,40,41,42
PABP1 MLLE inh,18,-13,-15,-5,-16,-1
SKN-1 block,0,-39,16,1,1,20
FAS TE block,-1,-7,5,5,-6,-8
MsrA inhibitor,0.1,2.8,0.8,-0.3,2.7,2.3
MT1-MMP act inh,1,1,5,6,-1,-1
eLon inh,-14,-11,-6,4,-4,-3
NRP1-CendR mod,-4,-8,8,8,5,1
TbMetRS inhib,0.6,-1.6,-0.4,-0.5,-1.5,0.3
MsrA act,1,-14,-3,-3,-7,-3

43: CCOC(=O)Nc1ccc2c(c1)C(=NNC(=S)NC)c1ccccc1-2
44: COC(=O)/C=C/C(=O)N1CCN(c2ccccc2)CC1
45: CC(NC(=O)CNC(=O)c1sc2ccccc2c1Cl)c1cccnc1 (stereo not given)
46: O=C(O)CC(NS(=O)(=O)c1c(F)cc(F)cc1Br)c1ccccc1Cl (stereo not given)
47: CN(C)C(/C=C/Nc1ccc(C#N)cc1)=C(C#N)C#N
48: COCCCNC(=O)c1c(N)n(-c2ccc(S(N)(=O)=O)cc2)c2nc3ccccc3nc12
screen / no.,43,44,45,46,47,48
PABP1 MLLE inh,31,3,-2,6,15,-2
SKN-1 block,31,-5,-10,7,11,7
FAS TE block,18,-8,1,-4,-3,-15
MsrA inhibitor,1.2,-1.0,0.8,0.1,3.5,1.6
MT1-MMP act inh,6,-2,0,-4,-3,-1
eLon inh,-4,-9,8,-2,2,-14
NRP1-CendR mod,-8,1,-6,-1,-6,-9
TbMetRS inhib,-0.1,0.4,-0.3,-0.2,-0.3,-0.1
MsrA act,1,-1,-1,-2,-6,-6

High-throughput results: PubChem, several laboratories
